Screening results as filed in PubChem.
APP 5'UTR act – APP 5'UTR luciferase reporter activation. SH-SY5Y APP 5'UTR luciferase reporter, luminescence; zero percent = DMSO vehicle wells. AID 1276. activation, % at 2 µM. actives 1% (n = 190,000);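 active = activation above a set limit, based on mean plus 3 SD of controls, cut at about 140% in these data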; note: values of inactives mirror those of a sister screen read the other way
PMI act hi M6P – activators of human phosphomannose isomerase at near-saturating mannose 6-phosphate; P34949; actives 0.34% (n = 190,000); coupled PMI enzyme assay, resazurin fluorescence, 20 min; stronger effect = higher value; 1 = untreated enzyme, 0 = substrate-free blank; activation factor at 20 µM;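 active = activation factor of 2 or more at 20 µM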
Target sequence (P34949 whole entry, looked up): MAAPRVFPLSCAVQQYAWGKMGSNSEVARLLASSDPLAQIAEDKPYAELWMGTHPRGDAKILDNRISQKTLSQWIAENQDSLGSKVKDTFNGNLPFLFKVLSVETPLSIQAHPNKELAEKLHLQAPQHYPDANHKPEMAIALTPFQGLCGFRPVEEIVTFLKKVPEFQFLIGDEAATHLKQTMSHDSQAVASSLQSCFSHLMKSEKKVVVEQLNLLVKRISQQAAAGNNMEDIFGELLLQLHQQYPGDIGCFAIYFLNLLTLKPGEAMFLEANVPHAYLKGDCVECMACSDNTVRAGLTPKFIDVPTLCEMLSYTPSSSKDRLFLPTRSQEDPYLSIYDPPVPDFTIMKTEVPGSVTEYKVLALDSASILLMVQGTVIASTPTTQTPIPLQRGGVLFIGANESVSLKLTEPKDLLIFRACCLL
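Material: human phosphomannose isomerase with PGI, G6PDH, diaphorase coupling enzymes; amount: PMI at 15 ng/mL final; also added: Mannose-6-phosphate 1.0 mM (near-saturating) plus 0.22 mM NADP+; incubation: enzyme reaction with compound 20 min at room temperature; signal: resorufin fluorescence (Ex 544/Em 590 nm) from resazurin via diaphorase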
NF-kB expr up – compounds increasing NF-kB expression in human neuronal cells; fold change at 12.5 µM; actives 1.6% (n = 190,000); NF-kB reporter expression; stronger effect = higher value; AID 1239; in the data active = fold change above about 3.3
TNAP inh no acc – blocks human TNAP activity with no phosphate acceptor present | inhibition, % at 20 µM | actives 0.26% (n = 200,000) | P05186 | purified TNAP, CDP-star luminescence, 30 min;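 active = tissue-nonspecific alkaline phosphatase inhibition above about 50% at 20 µM in the single-dose screen, limit read from the data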;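 note: 0% = DMSO negative control and 100% = EDTA positive control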
TNAP act hiacc – TNAP (human) activation, high acceptor | activation factor at 20 µM | 200,000 tested, under 10 active | purified TNAP, CDP-star luminescence, 1 M DEA, 30 min; stronger effect = higher value; 0 = EDTA background, 1 = DMSO-only activity | P05186 | AID 1136;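 active = activation factor at least 2 at 20 µM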
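Dosing: 20 µM single point. System: human TNAP. Amount: TNAP 1/800 final. Incubation: 30 min, room temperature. Read-out: TNAP activation factor scaled between EDTA and DMSO control wells. Signal: luminescence from CDP-star hydrolysis. Medium: 1 M DEA, pH 9.8, Mg2+, Zn2+. Control set: EDTA negative control, DMSO positive control.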
bIAP act – intestinal alkaline phosphatase (bovine) activation; purified bovine IAP, CDP-star luminescence, 30 min; stronger effect = higher value; fold of DMSO-control signal, blank-subtracted; activation factor at 20 µM; actives 0.17% (n = 200,000); AID 1016;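 active = activation factor of 2 or more at 20 µM, a signal rise over negative controls twice the positive control's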
FLuc inh counter – inhibits firefly luciferase, flagging false hits in luciferase inhibition screens; P08659; ATPLite firefly luciferase biochemical luminescence, 10 min; inhibition, % at 10 µM; actives 1.5% (n = 200,000); AID 1006;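 active = inhibition above about 50% when tested at 10 µM, limit read from the data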
Target sequence (P08659 whole entry, looked up): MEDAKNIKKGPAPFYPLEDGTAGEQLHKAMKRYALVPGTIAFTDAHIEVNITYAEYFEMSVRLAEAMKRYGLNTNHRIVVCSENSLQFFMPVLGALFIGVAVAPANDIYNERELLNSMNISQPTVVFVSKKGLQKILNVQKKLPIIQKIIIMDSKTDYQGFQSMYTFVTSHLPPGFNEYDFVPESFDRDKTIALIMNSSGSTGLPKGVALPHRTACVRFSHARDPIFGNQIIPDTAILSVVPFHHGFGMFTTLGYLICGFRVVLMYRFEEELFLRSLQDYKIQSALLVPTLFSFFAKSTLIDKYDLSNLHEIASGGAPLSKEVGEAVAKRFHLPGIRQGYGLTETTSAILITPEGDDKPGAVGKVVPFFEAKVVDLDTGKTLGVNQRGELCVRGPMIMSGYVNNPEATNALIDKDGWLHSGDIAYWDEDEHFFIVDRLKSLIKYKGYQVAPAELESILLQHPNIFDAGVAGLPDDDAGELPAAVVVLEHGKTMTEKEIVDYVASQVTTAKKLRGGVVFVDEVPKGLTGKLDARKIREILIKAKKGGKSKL
PMI activator – activators of human phosphomannose isomerase. actives 0.005% (n = 190,000). purified human PMI, coupled resazurin fluorescence, 20 min; stronger effect = higher value; 1 = vehicle control, 0 substrate-free wells. activation factor at 20 µM. P34949. AID 1214;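 active = activation factor of 2 or more at 20 µM, relative to plate controls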
FLuc act counter – affects firefly luciferase, flagging false hits in luciferase stimulation screens; activation factor at 10 µM; P08659; 200,000 tested, under 10 active; ATPlite luciferase biochemical, luminescence, 10 min; 0 = ATP-free wells, 1 = DMSO control;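 active = luciferase activation factor, scaled between plate controls, of at least 2 with compound at 10 µM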
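System: luciferase plus luciferin reagent, cell-free; medium: PBS as buffer for the ATP substrate; dosing: test compounds dosed from 2 mM stocks in 100% DMSO; timing: 10 min post-reagent at room temperature; measured by: luminescence measurement of luciferase light output; evaluation: luciferase activation, seen as luminescence increase over controls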
TNAP inh hiacc – TNAP (human) inhibition, high acceptor; P05186; purified TNAP, CDP-star luminescence, 1 M DEA; inhibition, % at 20 µM; actives 0.03% (n = 200,000); AID 1135;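 active = over 50% inhibition of tissue-nonspecific alkaline phosphatase at 20 µM in the single-dose screen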;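 note: plate controls were DMSO wells for no effect and EDTA-quenched wells as full inhibition for full effect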
Starred values were filed as active, the others as inactive; x = not tested or not shown.

Preview (2 entries):
#1 O=C(NC(=O)N1CCN(c2ccccc2F)CC1)c1ccccc1
#2 CCCS(=O)(=O)N1CCN(C(=O)COc2ccc(OC)cc2)CC1

assay / compound	1	2
APP 5'UTR act	5.1	6.5
PMI act hi M6P	0.8	1
NF-kB expr up	1.09	1.21
TNAP inh no acc	-11.2	-3.1
TNAP act hiacc	1	1.1
bIAP act	1	1
FLuc inh counter	-7.0	-7.5
PMI activator	0.9	1
FLuc act counter	1.1	1.1
TNAP inh hiacc	-2.8	-5.7

All compounds of this part (from the top)
#1 O=C(NC(=O)N1CCN(c2ccccc2F)CC1)c1ccccc1
#2 CCCS(=O)(=O)N1CCN(C(=O)COc2ccc(OC)cc2)CC1
#3 COc1ccc(/C(C#N)=C/c2c(-c3ccc(Cl)cc3)nc3c(C)cccn23)cc1
#4 Cc1ccc(S(=O)(=O)N2CCC(C(=O)Nc3nnc(-c4ccc(F)cc4)s3)CC2)cc1
#5 CN(CC(=O)Nc1cccc2ccccc12)c1ccc(S(=O)(=O)N2CCOCC2)cn1
#6 CCC(C#CCN1CCCCC1)(CC)OCCC#N
#7 O=c1c2c(nc3cc(-c4ccccc4)[nH]n13)CCS2
#8 Cc1cc(NC(=O)COC(=O)c2oc3c(ccc4ccccc43)c2C)no1

assay / compound	1	2	3	4	5	6	7	8
APP 5'UTR act	5.1	6.5	-4.9	5.9	-6.0	2.0	113.1	-9.5
PMI act hi M6P	0.8	1	1	1.1	0.9	1	0.9	1.1
NF-kB expr up	1.09	1.21	1.16	1.11	0.65	1.08	7.74*	1.21
TNAP inh no acc	-11.2	-3.1	7.7	0.1	-9.8	-8.5	-2.9	-6.9
TNAP act hiacc	1	1.1	1	0.9	1.1	1	1	1
bIAP act	1	1	0.9	1.1	0.8	1	1	1.1
FLuc inh counter	-7.0	-7.5	-7.2	-3.3	-11.7	-5.6	60.3*	-2.8
PMI activator	0.9	1	1	1	0.9	1	0.8	1.1
FLuc act counter	1.1	1.1	1.1	1	1.1	1.1	0.4	1
TNAP inh hiacc	-2.8	-5.7	-1.6	10.5	-8.6	-4.2	0.0	-2.7

#9 CC(=O)Nc1ccc(SCC(=O)O)cc1
#10 COc1ccc(OCCCc2c(C)n[nH]c2C)cc1
#11 COCCN(CC(=O)Nc1cccc(C)c1)S(=O)(=O)c1ccc(S(=O)(=O)N2CCCC2)cc1
#12 O=C(/C=C/c1cccc(Cl)c1)Nc1ccncc1
#13 CC(C)n1c(O)c(N=NC(=O)Cn2ccc(C(F)(F)F)n2)c2ccccc21
#14 O=C(Nc1ccc2c(c1)OCO2)C1CC(=O)N(CCc2ccccc2)C1 (configuration not stated)
#15 CCC(C)NS(=O)(=O)c1ccc(S(=O)(=O)N2CCCC3(CCCCC3)C2)cc1 (configuration not stated)
#16 CC(=O)Nc1ccc(S(=O)(=O)NCC(=O)OCC(=O)N2CCN(c3ccccc3)CC2)cc1

assay / compound	9	10	11	12	13	14	15	16
APP 5'UTR act	-1.7	x	7.5	12.8	0.4	7.3	3.5	7.3
PMI act hi M6P	1	1.1	1	0.9	0.9	0.9	0.8	1.1
NF-kB expr up	1.3	1.06	1.07	1.33	1.03	1.11	0.65	1.19
TNAP inh no acc	-5.1	-8.6	-12.5	-5.0	2.8	-11.4	-8.4	-5.2
TNAP act hiacc	1	1.1	1	1	0.9	1	1.1	1
bIAP act	1.3	0.6	0.9	0.8	0.6	0.9	1	1
FLuc inh counter	-2.1	-2.9	-3.1	0.1	-2.0	-4.0	-7.4	-7.2
PMI activator	0.9	1	1	1	0.8	1.1	0.8	1.2
FLuc act counter	1	1	1	1	1	1	1.1	1.1
TNAP inh hiacc	-3.0	-5.7	-2.8	-2.7	5.9	-3.2	-5.7	-0.6

#17 Cc1ccc(NS(=O)(=O)c2cc([N+](=O)[O-])ccc2NNC(=S)Nc2cc(C)ccc2C)c(C)c1
#18 O=C(c1ccco1)N1CCN(c2nc3ccccc3n3nnnc23)CC1
#19 CCOc1cc(-c2cc(-c3ccc(N)cc3)nc(N)c2C#N)ccc1O
#20 Cn1c(SCc2nc3ccccc3c(=O)[nH]2)nc2ccccc21
#21 COc1ccc(-c2noc(CN3C(=O)c4ccccc4C3=O)n2)cc1
#22 Cc1cccc(NC(=O)CN2C(=O)CNC2=O)c1
#23 Cc1ccc(Cn2ccc(NC(=O)c3cc(-c4ccco4)on3)n2)cc1
#24 CN(CC(=O)Nc1ccc(F)cc1)c1ccc(S(=O)(=O)N2CCCCC2)cc1[N+](=O)[O-]

assay / compound	17	18	19	20	21	22	23	24
APP 5'UTR act	-2.4	9.2	14.3	5.0	-5.3	2.5	8.1	11.0
PMI act hi M6P	0.9	1	0.9	0.9	0.9	1.1	0.8	0.9
NF-kB expr up	0.38	0.73	0.34	1.33	1.04	1.04	1.23	0.87
TNAP inh no acc	22.5	-8.7	-7.2	-11.5	-6.9	-19.9	-8.0	-8.8
TNAP act hiacc	0.6	1.1	1	1	1	1	1	1
bIAP act	0.9	1	0.9	1.4	1	0.9	0.8	0.8
FLuc inh counter	-5.6	-4.3	-7.0	5.0	-5.0	-4.1	-2.5	-4.5
PMI activator	0.8	0.9	1	0.9	0.9	1.1	0.7	0.9
FLuc act counter	1.1	1	1.1	0.9	1.1	1	1	1
TNAP inh hiacc	41.0	-5.0	0.4	4.5	-0.9	-3.3	1.0	3.7

#25 Cc1ccc2c(Cl)c(C(=O)NCc3cccnc3)sc2c1
#26 O=C(c1ccccc1/S(=N/S(=O)(=O)c1ccccc1)N1CCOCC1)N1CCOCC1 (configuration not stated)
#27 COc1ccc(Nc2nc(N)nc(CSC(=S)N3CCOCC3)n2)cc1
#28 Cc1[nH]nc(SCC(=O)N2CCC(C)CC2)c1[N+](=O)[O-]
#29 CN1CCN(C(=O)C2C3C=CC(C3)C2C(=O)O)CC1 (configuration not stated)
#30 COc1cc2c3nnc(-c4ccc(F)cc4)c-3cn(Cc3ccccc3F)c2cc1OC
#31 COC(=O)c1ccc(NCN2C(=O)C3C4CCC(C4)C3C2=O)cc1 (configuration not stated)
#32 Cc1ccc(S(=O)(=O)NCCC(=O)Nc2ccc(C)cc2C(=O)c2ccccc2)cc1

assay / compound	25	26	27	28	29	30	31	32
APP 5'UTR act	3.1	1.1	12.3	-1.6	-3.7	-52.9	-3.1	-9.6
PMI act hi M6P	1	0.9	1.1	0.9	1	1.2	0.9	1
NF-kB expr up	1.22	0.94	1.77	1.03	1.11	1.16	1.07	0.89
TNAP inh no acc	-7.3	-12.2	-8.0	0.2	-11.5	-15.8	-2.1	0.6
TNAP act hiacc	1	1	1.1	1	1	1	1	1
bIAP act	0.9	1	1	1	1	1.1	1.1	0.7
FLuc inh counter	-3.2	-7.4	6.2	0.6	-6.8	-4.6	2.4	-3.6
PMI activator	1	0.9	1.1	0.9	1	1.2	0.9	0.9
FLuc act counter	1	1.1	0.9	1	1.1	1	1	1
TNAP inh hiacc	-3.9	-4.6	-7.4	-3.7	-2.9	-2.5	-1.5	-0.3

4 of these compounds, set out differently:
no. | Compound | APP 5'UTR act | PMI act hi M6P | NF-kB expr up | TNAP inh no acc | TNAP act hiacc | bIAP act | FLuc inh counter | PMI activator | FLuc act counter | TNAP inh hiacc
27 | COc1ccc(Nc2nc(N)nc(CSC(=S)N3CCOCC3)n2)cc1 | 12.3 | 1.1 | 1.77 | -8.0 | 1.1 | 1 | 6.2 | 1.1 | 0.9 | -7.4
28 | Cc1[nH]nc(SCC(=O)N2CCC(C)CC2)c1[N+](=O)[O-] | -1.6 | 0.9 | 1.03 | 0.2 | 1 | 1 | 0.6 | 0.9 | 1 | -3.7
29 | CN1CCN(C(=O)C2C3C=CC(C3)C2C(=O)O)CC1 (configuration not stated) | -3.7 | 1 | 1.11 | -11.5 | 1 | 1 | -6.8 | 1 | 1.1 | -2.9
30 | COc1cc2c3nnc(-c4ccc(F)cc4)c-3cn(Cc3ccccc3F)c2cc1OC | -52.9 | 1.2 | 1.16 | -15.8 | 1 | 1.1 | -4.6 | 1.2 | 1 | -2.5

Next part
#33 COc1ccc(Nc2oc(-c3cccs3)nc2C#N)cc1
#34 COc1ccc2nc(SCC(=O)O)nc(C)c2c1
#35 O=C(NCc1ccc2c(c1)OCO2)C1CC(=O)N(C2CCCCCC2)C1 (configuration not stated)
#36 COCCn1c(SCC(=O)Nc2cc(C)on2)nnc1-c1ccco1
#37 O=C(CCN1C(=O)COc2ccccc21)NCCN1CCc2ccccc2C1
#38 Cc1cccc2cc(C3CC(c4ccco4)=NN3C(=O)CCC(=O)O)c(Cl)nc12 (configuration not stated)
#39 COc1ccc(C2SCC(=O)N2c2nnc(C34CC5CC(CC(C5)C3)C4)s2)cc1 (configuration not stated)
#40 CCOC(=O)C(Oc1ccc2c(-c3ccccc3)cc(=O)oc2c1)c1ccccc1 (configuration not stated)

assay / compound	33	34	35	36	37	38	39	40
APP 5'UTR act	72.2	9.3	2.0	-19.1	25.7	4.7	10.9	-15.2
PMI act hi M6P	1	1	0.9	1	0.9	1	0.9	1
NF-kB expr up	2.35	1.37	1.14	1.02	1.01	1.03	1.05	0.76
TNAP inh no acc	-6.4	-4.6	-10.5	-4.6	-9.9	-21.2	-3.5	-15.4
TNAP act hiacc	1	1	1	1	1.1	1	1	1
bIAP act	1	0.9	1	1	1	0.9	1	1
FLuc inh counter	11.6	2.2	-3.6	-4.2	-7.8	-2.0	-2.1	-7.0
PMI activator	1	1	0.9	1	0.9	1	0.9	0.9
FLuc act counter	0.9	1	1	1	1.1	1	1	1.1
TNAP inh hiacc	0.6	-0.6	-2.1	-2.0	-6.3	-1.2	-0.5	1.5

#41 CCSc1ncc(/C=N/Nc2ccc([N+](=O)[O-])cc2)n1C
#42 Cn1cc(CC(=O)Nc2cccc(C#N)c2)c2ccccc21
#43 Cc1ccc(NC(=O)Cn2cncc2-c2ccc([N+](=O)[O-])cc2)cc1C
#44 CNS(=O)(=O)c1cccc(C(=O)OCC(=O)/C=C2/N(C)c3ccccc3C2(C)C)c1
#45 CCCNC(=O)CS(=O)Cc1nc(-c2cccc(OC)c2)oc1C (configuration not stated)
#46 CCn1c(SCC(=O)Nc2cc(C)on2)nnc1-c1ccc(S(=O)(=O)N2CCCC2)cc1
#47 CCOc1ccccc1NC(=O)N1CCC(n2nnc3cc(C)ccc32)CC1
#48 CN1CC(=O)N(CC(=O)Nc2ccc(N(C)C)cc2)c2ccccc2C1=O

assay / compound	41	42	43	44	45	46	47	48
APP 5'UTR act	89.8	-4.1	8.1	-1.4	-0.9	6.0	26.1	14.3
PMI act hi M6P	1	0.9	1	0.8	1.1	1	1	1
NF-kB expr up	1.8	1.07	1.14	0.93	0.96	1.19	0.9	0.91
TNAP inh no acc	10.3	-6.6	-6.4	-6.5	-11.0	-12.1	-12.6	-8.2
TNAP act hiacc	0.9	1	1	1	1	1	1.1	1
bIAP act	0.9	0.7	0.9	1.1	0.9	0.9	1	1
FLuc inh counter	-2.2	3.0	-3.1	-0.6	1.0	-3.5	-1.2	-2.4
PMI activator	0.9	1	0.9	0.8	1.1	1	1.1	0.9
FLuc act counter	1	1	1	1	1	1	1	1
TNAP inh hiacc	10.0	-0.4	2.5	-4.4	-4.2	-3.6	-7.7	-2.7
